# Screening data deposited in PubChem by several laboratories.
# b-catenin transl: beta-catenin nuclear translocation modulation; HeLa beta-catenin nuclear translocation, immunofluorescence imaging; nuclear translocation activity, % at 5 µM; 190,000 compounds, 0.3% hits;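 active = nuclear translocation activity above 50% at 5 µM, with a well cell count of 50 or more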;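 also: per-cell ratio of nuclear to cytoplasmic median beta-catenin stain intensity; plate controls were DMSO negative control for no effect and GSK-3 inhibitor IX positive control for full effect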
#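 System: Human HeLa cells, endogenous beta-catenin | Compound dosing: 5 µM primary, 0.02–20 µM confirmation | Timing: 24 h compound exposure at 37°C, 5% CO2 | Measured by: Fluorescence imaging of beta-catenin antibody stain plus DAPI | Read-out basis: % activation of per-cell nuclear versus cytoplasmic median beta-catenin signal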
# TNAP activation fold: human TNAP enzyme activators, primary screen, biochemical, luminescent, no phosphate acceptor, uHTS (AID 1001); activation fold at 20 µM, or EC50 in µM where a hit was titrated; 200,000 compounds, 0.03% hits; purified TNAP, luminescent activation assay, no phosphate acceptor; higher activation fold means a stronger effect; in the data active = activation fold from about 3, or a potency from the dose series; inactive = the rest, 99 in 100 with activation fold below about 1.6; also: many of its hits are not listed in these tables
# Hep lipid drop: modulators of hepatic lipid droplet formation | inhibition, % at 6.5 µM | 240,000 compounds, 0.4% hits | AML12 mouse hepatocytes, oleate lipid droplets, BODIPY imaging;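 active = lipid droplet intensity inhibited by at least 50%, with more than 500 cells counted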
#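 Material – AML12 mouse liver cells · Also added – oleate loading, 100 µM · Compound dosing – 6.5 µM single-point dosing · Times – overnight treatment with compound plus oleate · Measured by – fluorescence imaging, 20x objective, two fields per well · Read-out – percent inhibition of filter-corrected integrated lipid droplet intensity per well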
# Ins promoter up: MIN6 insulin promoter up-regulation; AID 1625; z-score at 5 µM; 190,000 compounds, 0.3% hits; MIN6 insulin promoter-GFP reporter, high-content imaging; stronger effect = higher value;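 active = z-score above 3 at 5 µM with at least 500 cells counted in the well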
# MT stabilizer: microtubule stabilization, imaging screen; HeLa tubulin immunostaining HCS, 24 h; share of cells brighter than vehicle mean+2SD; % tubulin-high responders, % at 10 µM; 200,000 compounds, 0.83% hits;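 active = plate Z-score above 3 for both tubulin-high and condensed-nucleus cell shares, with cell loss under 80%, at 10 µM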;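 also: anti alpha tubulin signal scored within the nucleus-defined area of each cell; some results filed as inactive read as strong as hits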
# T cell modulator: T cell immune modulators affecting CD8 T cell-vesicle binding; 2C CD8+ T cell-vesicle binding, flow cytometry; stronger effect = lower value; calls only at 7 µM; 330,000 compounds, 0.068% hits; AID 2052;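 active = response, share of CD8 T cells binding vesicles, and their 90th percentile fluorescence all below set limits, cut at about 80% in these data, passing the limit was not always enough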
#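 System: murine 2C transgenic CD8+ T lymphocytes; also added: QL9-loaded Drosophila micro-vesicles; times: binding 1.5 h at 37 °C; measured by: flow cytometry, PE anti-B7-1 (FL2) versus Alexa647 anti-CD8 (FL8), PFA-fixed; control set: Peptide-free naked vesicles (low) and QL9 vesicles with 0.7% DMSO vehicle (high)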
# Dynein transport: blocks dynein driven cargo transport along microtubules; 3617.4 mouse cells, GR-EGFP nuclear translocation imaging; test concentration mostly 20 µM; stimulated with dexamethasone, 1 µM; stronger effect = lower value; z-score, hits read low; AID 1381; 220,000 compounds, 0.47% hits;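 active = plate z-score of nuclear minus cytoplasmic receptor signal below a set negative limit, without overly bright fluorescence or cell loss, cut at about -3.5 in these data, passing the limit was not always enough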;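 also: z-score of nuclear minus cytoplasmic ring GR-EGFP intensity difference per well; some compounds called inactive have numbers as strong as hits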
#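 Medium: Induction medium lacking tetracycline, stripped serum | Probe or stimulus: 1.0 µM final dexamethasone stimulus | Schedule: 48 h induction, then 1 h compound, then 30 min agonist, 37 °C | Signal: Automated 10x imaging of fixed Hoechst-stained cells | Evaluation: Per-cell GR-EGFP intensity, nucleus versus surrounding cytoplasmic ring, well-averaged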
# Myeloid diff 2: myeloid differentiation induction; 360,000 compounds, 1% hits; calls only at 10 µM; ER-HoxA9 myeloid progenitors, lysozyme-GFP differentiation, flow cytometry;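 active = normalized GFP-positive differentiation at or above the plate's own cutoff, the solvent-only control mean plus 3 SD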;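 also: cells exposed to compound for four days before flow analysis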
# human PMI inhibition: inhibitors of human PMI, primary screen, biochemical, fluorescence intensity, coupled assay (AID 1209); purified PMI enzyme, coupled fluorescence intensity; higher % means a stronger effect; inhibition, % at 20 µM; hits with a dose series show IC50 in µM; 190,000 compounds, 0.42% hits; in the data active = inhibition above about 50%;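 also: plate controls were DMSO vehicle for no effect and wells lacking substrate for full effect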
# Dynein transport cytoplasmic EGFP: also measured in Dynein transport; calls as there; z-score; measured here: cytoplasmic GR-EGFP intensity; stronger effect = higher value
# Dynein transport nuclear GR-EGFP: recorded beside Dynein transport, whose call it bears; z-score; measured here: nuclear GR-EGFP intensity;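 lower value marks the stronger effect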
# Dynein transport cell count: second read-out of Dynein transport, no call of its own (marks repeat the call); z-score; measured here: cell count per field
# Ins promoter up cell count: recorded beside Ins promoter up, whose call it bears; cell count; measured here: cytotoxicity, nuclei count;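 total cells summed across four imaged fields per well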
# Hep lipid drop cells 6.5 µM: second read-out of Hep lipid drop, no call of its own (marks repeat the call); cell count; measured here: cell count, cytotoxicity flag;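 cells counted across two imaged fields per well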
# b-catenin transl cell count 5 µM: second read-out of b-catenin transl, no call of its own (marks repeat the call); cell count; measured here: cell count, cytotoxicity flag
# T cell modulator vesicle-bound %: second read-out of T cell modulator, no call of its own (marks repeat the call); double positive events, %; measured here: CD8+ vesicle-bound cell fraction;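 binding gate set so that unloaded-vesicle control wells show 10% double positive cells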
# MT stabilizer Hoechst-high %: also measured in MT stabilizer; calls as there; % Hoechst-high responders; measured here: nuclear condensation Hoechst responders;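 share of cells brighter than vehicle mean plus two SD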
# MT stabilizer cytotoxicity %: further read-out of MT stabilizer, marked with its call; toxicity, %; measured here: cytotoxicity by cell density;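 0% = mean cell density of plate MIN control wells and 100% = no cells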
# Myeloid diff 2 GFP+ MAC1+ %: also measured in Myeloid diff 2; calls as there; GFP+ MAC1+ double positive, %; measured here: differentiation confirmed by MAC1 staining
# An asterisk follows results filed as active; i = inactive; . = not tested or not shown; + = active, no number.
SMILES,b-catenin transl,b-catenin transl cell count 5 µM,TNAP activation fold,Hep lipid drop,Hep lipid drop cells 6.5 µM,Ins promoter up,Ins promoter up cell count,MT stabilizer,MT stabilizer Hoechst-high %,MT stabilizer cytotoxicity %,T cell modulator,T cell modulator vesicle-bound %,Dynein transport,Dynein transport cytoplasmic EGFP,Dynein transport nuclear GR-EGFP,Dynein transport cell count,Myeloid diff 2,Myeloid diff 2 GFP+ MAC1+ %,human PMI inhibition
O=C(c1ccccc1)c1cccc(NC(=O)c2ccco2)c1,-5.2,984,1.1,.,.,0.25,1391,3.1,2.2,2.3,i,1,-0.67,-0.31,0.058,0.17,i,0.6,9%
COc1ccccc1Nc1nc(N)nc(CSc2nncn2C)n1,0.5,1179,1.1,-8,736,-1.1,882,1.3,1.8,7.2,i,3,0.53,-0.19,0.66,-1.3,i,0.9,8%
CC(C)[C@H](NC(=O)c1ccccc1)C(=O)OCc1nc2scc(-c3ccccc3)c2c(=O)[nH]1,-0.2,931,1,-15,585,.,.,3.3,2.5,2.9,i,33,1,-0.26,0.28,-0.23,i,0.5,24%
Cc1ccnn1CC(=O)N/N=C/c1cn[nH]c1-c1ccc(F)cc1,0.1,1375,.,6,701,-0.39,947,.,.,.,i,54,-0.13,-0.26,-0.11,-0.16,i,0.4,.
COc1ccc2nc(NC3=NC(c4ccccc4)CC(=O)N3)nc(C)c2c1 (stereo not drawn),0.3,1065,1.5,33,706,-1.1,1373,2.4,1.9,7.5,i,36,0.3,-0.22,0.28,-0.01,i,0.7,16%
CCOC(=O)c1c(NC(=O)c2nn(CC)cc2Br)c(C#N)cn1-c1ccccc1,.,.,1,11,684,-3.6,1326,2.9,1.8,5.4,i,28,-0.046,-0.28,0.012,1,+,17*,-2%
CN(NS(C)(=O)=O)c1ncc(C(F)(F)F)cc1Cl,0.0,1112,1,-6,698,0.63,1275,4.2,1.6,6.1,i,58,-0.91,-0.25,-0.42,0.32,i,0.5,4%
Cc1ccc(C2=NN(C(=O)COc3ncnc4ccccc34)C(c3ccco3)C2)cc1 (stereo not drawn),0.3,1001,1.1,-2,711,-0.68,1359,3.0,1.6,6.8,i,44,0.46,-0.27,0.5,-0.29,i,0.5,16%
Cc1nc(NC(=O)Nc2ccc(Cl)cc2)sc1C,-3.0,1131,1,20,696,-1.6,1277,1.7,1.4,3.2,i,32,-1.3,-0.27,-0.64,0.65,i,0.1,-12%
COc1ccc(/C=C/C2=NC(=C\N(C)C)/C(=O)O2)cc1,-1.3,860,1,.,.,0.29,1355,11,2.0,0.8,i,9,0.39,-0.24,0.57,-0.39,i,1.6,9%
O=C(Nc1cccc(C(F)(F)F)c1)c1ccc2nc(N3C(=O)CCC3=O)sc2c1,-1.5,1359,1.1,.,.,-0.65,1515,1.5,1.4,8.1,i,52,-1.3,-0.2,-0.57,0.35,i,0.2,3%
O=C1COc2ccc(C(=O)COC(=O)C3CC(O)CN3S(=O)(=O)c3ccc(Cl)cc3)cc2N1 (stereo not drawn),-0.1,1029,1.1,2,701,0.28,1075,0.2,3.0,7.5,i,21,0.5,1.1,1.3,-0.12,i,0.2,-2%
CCCCn1c(=O)c(CCC(=O)OCC(=O)NC(C)c2ccccc2)nc2ccccc21 (stereo not drawn),0.7,1443,1.1,2,703,.,.,3.4,1.1,5.7,i,56,1.1,-0.25,0.64,-0.55,i,0.9,9%
CCOC(=O)c1sc2nc(CC(=O)OC)nc(N3CCN(c4ccccn4)CC3)c2c1C,-0.9,840,1,.,.,-1.1,1159,3.7,2.1,8.4,i,41,-0.54,-0.2,-0.057,0.31,i,2.4,1%
COc1ccc(CCNC(=O)CSc2nc(N)c3c(C)c(C)oc3n2)cc1OC,.,.,1.1,-7,712,0.97,1372,4.2,1.8,3.5,i,42,-0.63,-0.26,-0.37,1.4,i,0.9,9%
Cc1cc(C(=O)N/N=C/C=C/c2ccccc2[N+](=O)[O-])c(C)o1,0.6,1036,1.1,10,704,1.6,1156,3.5,1.7,7.6,i,28,-0.8,-0.31,-0.47,0.07,i,0.6,4%
COC(=O)c1cccc(NC(=O)CSc2nnnn2C)c1,-3.3,984,1,.,.,0.05,1188,4.8,2.8,6.4,i,56,-0.96,-0.16,-0.25,0.24,i,0.6,7%
Fc1ccc(-c2nnc(NC3=NCCCCC3)o2)cc1,-1.0,1330,1,.,.,-0.09,1543,7.7,2.8,5.9,i,61,2.4,0.0037,2.4,-1.4,i,0.6,-9%
Cc1ccc(NCC(=O)Nc2cccc(S(=O)(=O)N(C)C)c2)c(Cl)c1,0.7,1155,1.1,4,553,0.41,1534,1.4,1.7,9.0,i,54,-0.92,-0.24,-0.22,1.1,i,0.5,14%
CCN=C1SC(CC(=O)NC(C)C)C(=O)N1CC (stereo not drawn),-1.9,1195,1.1,1,763,-0.57,873,2.5,1.1,6.9,i,20,0.39,-0.14,0.39,-0.049,i,1.2,0%
CC1(C)C2CCC1(C)C(OC(=O)C[n+]1ccccc1)C2 (stereo not drawn),0.6,1292,.,0,717,-0.2,1101,.,.,.,i,15,0.24,0.6,0.36,0.057,i,0.1,.
COc1ccc(N2C(=O)CC(N3CCN(S(=O)(=O)c4ccc(Cl)cc4)CC3)C2=O)cc1 (stereo not drawn),-1.9,1062,1.1,0,597,-0.89,1260,2.2,1.4,1.0,i,38,-0.67,-0.22,-0.72,1.2,i,0.2,-1%
NC(=O)C1CCN(c2c([N+](=O)[O-])cc(C(F)(F)F)cc2[N+](=O)[O-])CC1,-0.7,1286,.,-16,751,-0.04,1182,.,.,.,i,10,0.65,-0.25,0.3,0.62,i,1.2,.
COc1ccc(C(=O)Oc2ccc(C(C)=O)cc2)c(OC)c1,0.9,1114,1.1,.,.,-0.27,1324,0.8,1.6,8.0,i,32,-0.64,-0.21,-0.41,0.71,i,0.2,-5%
c1ccc2sc(NC3=NCN(C4CCCCCC4)CN3)nc2c1,.,.,1.1,.,.,.,.,3.5,1.9,9.9,i,11,0.074,0.45,-0.25,-1.2,i,0.9,2%
# Carrying on.
SMILES,b-catenin transl,b-catenin transl cell count 5 µM,TNAP activation fold,Hep lipid drop,Hep lipid drop cells 6.5 µM,Ins promoter up,Ins promoter up cell count,MT stabilizer,MT stabilizer Hoechst-high %,MT stabilizer cytotoxicity %,T cell modulator,T cell modulator vesicle-bound %,Dynein transport,Dynein transport cytoplasmic EGFP,Dynein transport nuclear GR-EGFP,Dynein transport cell count,Myeloid diff 2,Myeloid diff 2 GFP+ MAC1+ %,human PMI inhibition
O=C(CCc1ccccc1)N1CCCN(C(=O)CCc2ccccc2)CC1,.,.,1.1,-9,675,-0.01,1332,1.8,1.8,0.7,i,55,0.4,-0.29,-0.064,-0.11,i,0.6,6%
COc1cccc(/C=c2\s/c(=C/C(=O)c3ccc(C)cc3)[nH]c2=O)c1OC,3.9,1133,1.2,20,704,-0.6,1426,4.1,1.9,2.3,i,44,-0.37,0.1,-0.18,0.79,i,0.5,13%
COC(=O)c1c(-c2cccs2)csc1NC(=O)c1cccnc1,-7.3,1037,1.1,.,.,-0.56,1105,6.9,3.8,6.5,i,6,-0.76,-0.19,-0.21,0.76,i,0.4,-1%
CC1CN(S(=O)(=O)c2ccc(C(=O)Nc3nnc(-c4ccco4)o3)cc2)CC(C)O1 (stereo not drawn),-1.5,1051,1.2,-8,726,-0.32,1297,3.4,2.2,11,i,15,0.52,-0.23,-0.11,0.72,i,0.3,-29%
Cc1ccc(N2C(=O)CC(N3CCN/C3=C3\CC/C(=C\c4ccccc4)C3=O)C2=O)cc1 (stereo not drawn),-1.1,1047,1,-3,733,1.1,1122,1.1,2.0,6.3,i,36,1.3,-0.19,0.29,-0.41,i,1.3,0%
O=C(NC(=S)NCC1CCCO1)c1ccccc1F (stereo not drawn),-3.7,1005,1.1,4,665,0.57,1545,4.3,0.9,0.7,i,62,3.1,0.24,2.2,-1.5,i,0.2,-5%
CC(NC(=O)c1ccccc1)C(=O)N/N=C/c1cccc([N+](=O)[O-])c1 (stereo not drawn),-0.3,1105,1,2,700,-0.56,1360,1.9,1.6,5.3,i,46,0.39,-0.12,0.098,-0.68,i,0.1,4%
COc1ccc(Cl)cc1NC(=O)COC(=O)CCNC(C)=O,-4.4,956,0.9,.,.,0.52,1393,2.4,1.7,7.4,i,45,-0.36,-0.24,0.63,-0.27,i,0.5,-16%

# Rows were taken by chance; about 3% have a hit in one of these screens.
